HP1b binding inh: blocks HP1-beta chromodomain binding to methylated histone tails | Potency, µM (highest dose often 114 µM), for the others: top-dose activity change, negative = inhibition, actives largely listed as inhibitors | 390,000 compounds, 0.56% hits | AlphaScreen HP1-beta / biotin-H3K9me3 peptide binding | P83916; further: nearly all actives have a fitted effect of over 70% in size; inactives centre near 23
Target sequence (P83916 whole entry, looked up): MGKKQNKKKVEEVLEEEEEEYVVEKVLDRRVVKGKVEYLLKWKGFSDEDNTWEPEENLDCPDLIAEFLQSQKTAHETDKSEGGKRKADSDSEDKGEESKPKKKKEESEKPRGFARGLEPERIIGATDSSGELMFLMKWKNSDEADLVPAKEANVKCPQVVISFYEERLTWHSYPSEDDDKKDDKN
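Compound inhibition of the preformed complex between 50 nM HP1-beta and 50 nM biotinylated H3K9me3 peptide was read by AlphaScreen. Buffer was PBS pH 7.4 with 0.01% Tween-20. Incubations ran 30 min at room temperature, with 10 ug/mL donor/acceptor beads.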
BAZ2B block: blocks human BAZ2B; AlphaScreen BAZ2B-H3K14Ac peptide displacement; Potency, µM (doses to about 114 µM), for the others: at the top dose activity change, negative = inhibition, usual class: inhibitors; 360,000 compounds, 4.4% hits; AID 504333; Q9UIF8; further: on the % scale 0 is the no-effect control and ±100 the full control effect; nearly all actives have a fitted effect of over 60% in size
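In this displacement format the biotinylated H3(5-23) peptide acetylated at Lys14 serves as ligand at 50 nM, with BAZ2B at 50 nM in PBS pH 7.4 containing 0.01% Tween-20. Donor and acceptor beads are 10 ug/mL final.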
GLS inhibitor: inhibitors of human glutaminase (GLS); O94925; GLS enzymatic activity, qHTS titration; Potency, µM (doses to about 45.5 µM), for inactives: top-dose activity change, negative = inhibition, actives largely listed as inhibitors; 410,000 compounds, 0.21% hits; AID 624170; further: on the % scale 0 is the no-effect control and ±100 the full control effect
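hKGA in 45 mM KH2PO4 pH 8.2, 0.02% Tween-20 with pin-transferred compounds; 1 mM L-glutamine (stock) plus glutamate oxidase/HRP/Amplex Red coupling added. Fluorescence read initially and after 30 min at RT.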
Pol iota inh: DNA polymerase iota (human) inhibition; Q9UNA4; Pol iota fluorescent replication assay, 10 min; Potency, µM (doses to about 115 µM), inactives show top-dose activity, negative = inhibition, usual class: inhibitors; 390,000 compounds, 1% hits; AID 588590
Target sequence (Q9UNA4 whole entry, looked up): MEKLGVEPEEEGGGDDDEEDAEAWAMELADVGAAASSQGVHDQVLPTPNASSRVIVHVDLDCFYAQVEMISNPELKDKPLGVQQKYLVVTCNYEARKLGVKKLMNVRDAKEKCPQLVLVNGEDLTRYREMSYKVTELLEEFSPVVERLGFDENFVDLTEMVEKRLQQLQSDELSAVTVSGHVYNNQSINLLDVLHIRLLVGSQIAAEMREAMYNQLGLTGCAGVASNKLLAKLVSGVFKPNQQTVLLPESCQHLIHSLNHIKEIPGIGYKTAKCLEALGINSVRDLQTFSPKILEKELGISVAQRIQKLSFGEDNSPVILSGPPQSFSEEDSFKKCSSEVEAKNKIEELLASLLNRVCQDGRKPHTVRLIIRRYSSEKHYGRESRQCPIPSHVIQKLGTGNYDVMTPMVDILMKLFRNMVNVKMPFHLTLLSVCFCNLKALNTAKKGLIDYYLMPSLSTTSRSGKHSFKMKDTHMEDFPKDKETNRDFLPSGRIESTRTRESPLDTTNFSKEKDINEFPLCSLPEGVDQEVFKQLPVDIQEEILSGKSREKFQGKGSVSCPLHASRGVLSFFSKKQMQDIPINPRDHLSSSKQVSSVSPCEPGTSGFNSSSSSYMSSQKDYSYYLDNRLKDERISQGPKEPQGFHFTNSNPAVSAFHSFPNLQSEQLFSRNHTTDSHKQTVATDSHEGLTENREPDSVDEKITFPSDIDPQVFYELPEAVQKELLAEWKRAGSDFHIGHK
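Pol iota at 10 nM preincubated 15 min with compounds at room temperature; reaction started with fluorescent substrate, 50 nM final. Fluorescence read kinetically at 0 and 10 min; buffer-only wells as negative control.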
JMJD2A Tudor inh: JMJD2A Tudor domain (human) inhibition | Potency, µM (doses to about 114 µM), inactives show top-dose activity change, negative = inhibition, hits mostly inhibitors | O75164 | AID 504339 | 390,000 compounds, 4.4% hits | AlphaScreen JMJD2A-Tudor / H3K4me3 peptide binding; further: on the % scale 0 is the no-effect control and ±100 the full control effect; nearly all actives have a fitted effect of over 50% in size
G9a inh: G9a (human) methyltransferase inhibition; Q96KQ7; 350,000 compounds, 8.8% hits; AID 504332; G9a H3K9 monomethylation, AlphaScreen, 2 h; Potency, µM (series often up to 102 µM), without a hit: at the top dose activity, negative = inhibition, most hits filed as inhibitors; further: on the % scale 0 is the no-effect control and ±100 the full control effect; nearly all actives have a fitted effect of over 75% in size
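G9a (20 nM) preincubated 15 min RT with compounds, then 500 nM biotinylated H3K9 peptide and 20 uM SAM added; 2 h RT reaction. Monomethyl-H3K9 product detected by AlphaScreen with anti-H3K9me1 antibody, streptavidin donor and anti-rabbit IgG acceptor beads.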
Tb PGK inh: blocks T. brucei phosphoglycerate kinase. PGK/GAPDH coupled, Kinase-Glo luminescence, 60 min. AID 602233. Potency, µM (series often up to 57.5 µM), for the others: at the top dose activity change, negative = inhibition, most hits filed as inhibitors. 380,000 compounds, 0.043% hits; further: on the % scale 0 is the no-effect control and ±100 the full control effect; nearly all actives have a fitted effect of over 60% in size
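Luminescent ATP detection (Kinase-Glo Plus) follows a 60-minute room-temperature incubation, with wells lacking PGK as controls. Buffer: 100 mM TEA (pH 7.6), 5 mM MgCl2, 0.01% Tween-20. Coupling enzyme GAPDH (100 nM final) supplies unstable 1,3-BPG in-well.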
BLM inh: Bloom syndrome helicase (human) inhibition; P54132; recombinant BLM DNA unwinding, fluorescence dequenching; Potency, µM (highest dose often 56.1 µM), without a hit: at the highest dose activity change, negative = inhibition, actives largely listed as inhibitors; 350,000 compounds, 0.2% hits; AID 2528;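 further: plate controls were vehicle for no effect and no enzyme for full effect; nearly all actives have a fitted effect of over 35% in size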
Pin1 inh: blocks the human prolyl isomerase Pin1. Q13526. Potency, µM (highest dose often 115 µM), without a hit: top-dose activity, negative = inhibition, usual class: inhibitors. 390,000 compounds, 0.009% hits. Pin1 FP peptide displacement, HiFluor488, 10 min; active means well fitted inhibition curve with a large enough effect in the polarisation, with a control signal flat, not every such curve was filed as active; inconclusive means small, poorly fitted or top-dose-only effect, or effect the other way, or a change in a side signal; inactive means no such curve, though single readings can be large or run the other way; the % refers to the polarisation; further: on the % scale 0 is the no-effect control and ±100 the full control effect
Target sequence (Q13526 whole entry, looked up): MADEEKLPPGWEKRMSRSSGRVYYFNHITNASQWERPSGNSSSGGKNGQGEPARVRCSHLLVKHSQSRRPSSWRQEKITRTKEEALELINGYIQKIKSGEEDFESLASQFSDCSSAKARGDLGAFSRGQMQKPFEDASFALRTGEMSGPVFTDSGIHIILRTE
An asterisk follows results filed as active; i = inactive; ? = inconclusive; . = no result given; & = joins results of further samples; [ ] = another dose, or the depositor's remark. Unless noted, the call rests on the fitted dose curve; in most records, active means well fitted curve in the direction sought with a large enough effect; inconclusive means small, poorly fitted or top-dose-only effect, or another doubt; inactive means no such curve, though single readings can be large; an effect the other way counts as inactive or inconclusive. Potency means the concentration at half of the fitted maximal effect.

SMILES | HP1b binding inh | BAZ2B block | GLS inhibitor | Pol iota inh | JMJD2A Tudor inh | G9a inh | Tb PGK inh | BLM inh | Pin1 inh
Cc1ccc(NC(=O)CCc2nnc3ccc(N4CCC(C)CC4)nn23)nc1 | 18% | -25% | 0% | 4% | -19% | 36% | -1% | -1% | -8%
Cc1cc([N+](=O)[O-])ccc1NC(=O)c1cncc(Br)c1 | 23% | -4% | 12% | 33%[activator] | -14% | 20%[59 µM] | i | 2% | -11%
Cc1ccc(C)c(Cn2c(C)nc3c(sc(=S)n3-c3ccccc3)c2=O)c1 | -13% | -34% | -10% | 26% | 1% | 11%[59 µM] | -9% | 0% | 1%
O=C(CCCN1C(=O)/C(=C\c2cccs2)SC1=S)Nc1cccc(C(=O)O)c1 | -1% | -36% | 16% | 9% | ? | ? | -7% | -3% | -3%
COc1ccccc1Oc1ccc2c(c1)C(=O)N(CC(=O)O)C2=O | 32% | -7% | -21% | 9% | -20% | 38%[2.33 µM] | -1% | -1% | 5%
CCn1c(Cc2ccccc2)nnc1SCc1nc2ccccc2c(=O)[nH]1 | 26% | -4% | -26% | 38%[activator] | -1% | ? | -3% | 0% | -6%
Cc1ccc(C(=O)NCCC(=O)N2CCC3(CC2)NCCc2[nH]cnc23)cc1C | 13% | -16% | 0% | 52%[activator] | -23% | . | -5% | 2% | -3%
CC(=O)Nc1cccc(/C(C)=N/NC(=O)c2ccc(Cl)cc2Cl)c1 | 42%[activator] | 20% | -4% | -5% | -3% | . | -4% | 5% | -4%
COc1ccc(N2C(=O)CC(c3ccc([N+](=O)[O-])cc3)C2=O)cc1 (stereo unspecified) | 37% | -2% | 16% | -13% | -2% | ? | -7% | -5% | 5%
CCOc1ccccc1C=Nc1ccccc1C(=O)Nc1ccccc1 | 29% | -4% | -6% | 24% | -3% | 29%[59 µM] | -4% | -2% | -6%
CCOc1ccc(-c2nnn(CC(=O)c3ccc4c(c3)OCCO4)n2)cc1OCC | 25% | 6% | 3% | 8% | -13% | 17% | . | -11% | 23%
COc1cc(CCCN2C(=S)NC[C@@H]2CC2CCCCC2)cc(OC)c1OC | 49%[activator] | -17% | 1% | 6% | -22% | 7%[12.7 µM] | -9% | -5% | -2%
O=C(NCCCl)Nc1cc([N+](=O)[O-])ccc1Cl | 29% | -15% | 0% | 41%[activator] | -7% | 2% | 10% | -2% | 0%
Cc1ccc(NC(=O)CN(Cc2ccccc2)S(C)(=O)=O)cc1C | 22% | 3% | 3% | 3%[58.9 µM] | 2% | 25% | -3% | -5% | 0%
Cc1nonc1OCCNCc1c(C(=O)N2CCCCCCC2)nc2ccc(Cl)cn12 | 45%[activator] | -28% | -3% | 8% | -18% | -44% | -5% | 13% | 2%
COc1ccc(CC(=O)N2CC3(C)CC2CC(C)(C)C3)cc1 (stereo unspecified) | -1% | -4% | -5% | 2% | -6% | -15%[12.7 µM] | . | 0% | -2%
O=C(NCCc1ccccc1F)C(=O)Nc1nccs1 | -9% | -4% | -18% | 4% | -8%[11.4 µM] | -42% | -3% | -2% | 0%
CC1CN(S(=O)(=O)c2cccc(C(=O)N(C)C3CCN(C)CC3)c2)CC(C)O1 (stereo unspecified) | 35% | 7% | -4% | -13% | -3% | ? | -12% | . | 2%
O=C(Cc1ccc(NS(=O)(=O)c2ccc(Cl)c(Cl)c2)cc1)NCCN1CCOCC1 | 11% | 11% | 3% | 13% | -21% | 1% | -4% | . | 2%
CC(C)(C)C(=O)CN1C(=O)NC(C)(Cc2ccc3c(c2)OCO3)C1=O (stereo unspecified) | 16% | -23% | 4% | 107%[activator] | -5% | 23% | 2% | -4% | 2%
CN1CCC(=C2c3ccccc3C=Cc3ccccc32)CC1 | 25% | -10% | -5%&-6% | -7% | -8% | -23% | -7% | 14% | -2%
Cc1ccc(CC(=O)Nc2ccccc2N2CCOCC2)cc1C | 29% | 2% | 7% | 11% | -5% | ? | i | -9% | -4%
O=C(CN1c2ccccc2Sc2ccccc21)N/N=C/c1ccc([N+](=O)[O-])cc1 | ? | ? | -19% | 39%[activator] | ? | . | -9% | -11% | -2%
CCc1c(C)nc2ncnn2c1N1CCCC(C(=O)Nc2cc(F)ccc2C)C1 (stereo unspecified) | 21% | -2% | 7% | 11% | -3% | -47%[59 µM] | -2% | 1% | -4%
CCCCOc1ccc(C2C(=O)N(C3CCCCC3)CC(=O)N2C2CCCCC2)cc1 (stereo unspecified) | 26% | 0% | -20% | 13% | -7% | -2%[59 µM] | 9% | -1% | 4%
OCc1ccccc1N=Cc1cccnc1 | 3% | 0% | -12% | -5% | -15% | 19% | i | -1% | 1%
COc1ccc2c(c1)n([O-])c1c([n+]2=O)CCC1 | 41%[activator] | ? | 8% | ? | -32% | -21%[59 µM] | 2% | -24% | ?
CC(=O)NCCNc1ccc([N+](=O)[O-])cn1 | 17% | 2% | 5% | 14% | -7% | -10%[59 µM] | -10% | 1% | -1%
Cc1ccc(C(=O)/C=C2\NCC(C)NC2=O)cc1 (stereo unspecified) | -3% | ? | 0% | 2% | -18% | 12% | -7% | -1% | -5%
CCOC(=O)c1c(-c2ccccc2)csc1NC(=O)c1ccc(S(=O)(=O)N2CCOCC2)cc1 | 68%[activator] | -3% | 6% | 32%[activator] | 13% | -5%[59 µM] | 1% | -5% | 2%
COc1ccc(NC(=O)CC(=O)Nc2ccc(OC)cc2)cc1 | 40%[activator] | . | -7% | -18% | 4% | . | -2% | . | -6%
CCOC(=O)C1(CC2CCCCO2)CCN(S(=O)(=O)c2c(C)nn(C)c2C)CC1 (stereo unspecified) | 10% | -6% | -10% | 91%[activator] | -14% | . | -1% | 1% | 1%
Cc1[nH]c2ccccc2c1C(=O)CSc1nccc(=O)[nH]1 | 14% | -7% | 4% | 47%[activator] | -16% | 13%[59 µM] | i | -6% | 1%
N#C/C(=C\c1c(Cl)cccc1Cl)c1nc2ccccc2[nH]1 | 22% | -8% | -2% | 21% | -25% | 1% | -11% | -10% | -4%
O=C(CC(Nc1ccccc1)c1ccc(F)cc1)c1ccccc1 (stereo unspecified) | 45%[activator] | -16% | 0% | 2% | 6% | -2%[59 µM] | -1% | -9% | 4%
CCOC(=O)c1c(NC=O)sc2c1CCC2 | 4% | 0% | 2% | 0% | 0% | -44% | -2% | 0% | -5%

Of the compounds above, these have a thiophene ring, fused or not.
SMILES | HP1b binding inh | BAZ2B block | GLS inhibitor | Pol iota inh | JMJD2A Tudor inh | G9a inh | Tb PGK inh | BLM inh | Pin1 inh
O=C(CCCN1C(=O)/C(=C\c2cccs2)SC1=S)Nc1cccc(C(=O)O)c1 | -1% | -36% | 16% | 9% | ? | ? | -7% | -3% | -3%
CCOC(=O)c1c(-c2ccccc2)csc1NC(=O)c1ccc(S(=O)(=O)N2CCOCC2)cc1 | 68%[activator] | -3% | 6% | 32%[activator] | 13% | -5%[59 µM] | 1% | -5% | 2%
CCOC(=O)c1c(NC=O)sc2c1CCC2 | 4% | 0% | 2% | 0% | 0% | -44% | -2% | 0% | -5%

Next part
SMILES | HP1b binding inh | BAZ2B block | GLS inhibitor | Pol iota inh | JMJD2A Tudor inh | G9a inh | Tb PGK inh | BLM inh | Pin1 inh
CCOc1ccccc1NC(=O)C1CCCN(S(C)(=O)=O)C1 (stereo unspecified) | 24% | -5% | 5% | 9% | -3% | 53%[activator] | -3% | 2% | 7%
CCOC(=O)c1c(-c2ccccc2)csc1N1C(=O)Nc2ccccc2N1O | 19% | . | 10% | -7% | -21% | ? | -9% | -15% | -4%
COc1ccc(CN2CCN(Cc3ccon3)CC2CCO)c(C)c1C (stereo unspecified) | 69%[activator] | -11% | 10% | 22% | -15% | 4% | 4% | -2% | 5%
CCOC(=O)Nc1cc(C(=O)OCC)c(C)nc1C | 29% | . | 0% | -8% | -16% | -5%[59 µM] | -3% | -2% | 5%
CCCCn1c(SCc2ccccc2C)nc2ccsc2c1=O | 116%[activator] | 114%[activator] | -9% | 1% | 100%[activator] | 65%[activator][59 µM] | -5% | -5% | 8%
O=C(N/N=C/C=C/c1ccccc1)c1cc(C2CC2)[nH]n1 | 42%[activator] | -1% | -8% | 28% | 6% | 1% | -10% | 0% | 22%
Cc1ccc(S(=O)(=O)N2CCOCC2)cc1C(=O)Nc1ccc(S(=O)(=O)Nc2nccs2)cc1 | 17% | -26% | 9% | -17% | -15% | -46% | -13% | -4% | 16%
O=C1NCC(=O)N2C(c3ccccc3)c3[nH]c4ccccc4c3C[C@@H]12 (stereo partly specified) | -24% | -9% | 8% | 16% | -9% | 19% | 3% | -3% | -1%
CN(c1ccccc1)S(=O)(=O)c1cccc(C(=O)NCC(=O)Nc2ccc(F)c(F)c2F)c1 | 29% | . | -6% | -8% | -2% | . | -7% | . | -3%
Cc1ccc(Cl)cc1N1CCN(C(=O)c2cn(C3CCCCC3)c(=O)c3c2c2ccccc2n3C)CC1 | 2% | -25% | -6% | 46%[activator] | -21% | ? | -4% | -8% | 4%
COc1ccc(OC[C@@H](O)CNC(=O)c2cccc3c2C(=O)c2ccc(Cl)cc2S3(=O)=O)cc1 | 27% | -14% | 3% | 4% | -29% | 0%[0.501 µM] | 2% | . | 0%
CN(C)c1ccc(/C=C/c2noc(-c3ccccc3O)n2)cc1 | 59%[activator] | 5% | -2% | 39%[activator] | -4% | 21%[59 µM] | -8% | -1% | 8%
CCOc1ccc(S(=O)(=O)Nc2ccc(C(=O)NCC(c3ccco3)N3CCCCC3)cc2)cc1 (stereo unspecified) | 3% | -37% | 1% | 0% | -31% | ? | -3% | . | 0%
COc1ccc(C(=O)NNC(=O)Cc2nc3ccccc3n2C)cc1 | 36% | . | -1% | 92%[activator] | 0% | . | 3% | . | -6%
CC(C)N1CCN(Cc2ccc(Oc3ncccn3)cc2)CC1CCO (stereo unspecified) | 19%[57 µM] | -12% | 3% | 40%[activator] | -4% | 16% | -3% | -4% | ?
COc1cc2cnc(-c3ccccc3)c(-c3ccc(C(F)(F)F)cc3)c2cc1OC | 29% | -8% | 9% | ? | -26% | 2%[0.501 µM] | 1% | . | ?

These rows are one share of the data (hit frequency here may not be typical).
